# CCT modulator = cytosolic chaperonin activity modulation. AID 651819. activity change, % (concentration not given with the values), hits read low. 360,000 compounds, 0.3% hits. purified chaperonin ATPase assay, HTRF ADP detection, 30 min; in the data active = activity change below about -30%; note: % is set by controls: 0 for no effect and ±100 for the full control effect
#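 Enzyme 40 or 20 nM (batch-dependent) in Tris pH 7.4/KCl/MgCl2/DTT; cpd 76 uM single point; ATP 10 uM; 30 min 37 °C; Transcreener ADP HTRF detection, 30 min RT; ratio 665/615.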
# TGFb inhibitor = blocks TGF-b signaling. HepG2 CAGA-GFP TGF-b/SMAD3 reporter, GFP fluorescence, 18 h; TGF-beta stimulated, 500 pg/mL final. 410,000 compounds, 1.2% hits. AID 588855. Potency, µM (top dose mostly 46.1 µM), without a hit: at the highest dose activity, negative = inhibition, most hits filed as inhibitors; note: potency is the fitted concentration of half-maximal effect; % is set by controls: 0 for no effect and ±100 for the full control effect; nearly all actives have a fitted effect of over 65% in size
#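 HEPG2 CAGA-GFP, 1000 cells/well; 2 h settle, 37 C; cpd via pin tool; TGF-b 500 pg/mL final; 18 h, 37 C; GFP imaging ex488/em500-530; %Activity normalised to -TGF-b and +DMSO controls; CRC fit, curve class.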
# Mm-Cpn inhibitor = M. maripaludis TRiC chaperonin inhibition; 330,000 compounds, 0.031% hits; purified Mm-Cpn ATPase, ADP Transcreener TR-FRET; AID 504842; Potency, µM (series often up to 76.9 µM), for inactives: at the top dose activity, negative = inhibition, most hits filed as inhibitors; note: potency is the fitted concentration of half-maximal effect; % is set by controls: 0 for no effect and ±100 for the full control effect; nearly all actives have a fitted effect of over 80% in size
#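 Purified archaeal Mm-CPN (25nM final) preincubated 10 min at 37degC with compound, then 10uM ATP for 30 min at 37degC; ADP measured by HTRF Transcreener TR-FRET; buffer 30 mM TRIS pH 7.4, 100mM KCl, 5mM MgCl2, 1mM DTT.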
# Akt phos inh = blocks phosphorylation of Akt | AID 651550 | 360,000 compounds, 0.32% hits | Neuro2A IGF-stimulated pAkt S473 HTRF, 20 min; active compounds read low | activity change, % for hits at 50 µM; in the data active = activity change below about -80%; inconclusive = mostly about -51% to -80%; note: % is set by controls: 0 for no effect and ±100 for the full control effect
#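 Neuro2A cells (4,500/well, DMEM with 0.5% FBS) were treated with compound at a single 50 µM final concentration, stimulated with 6 nM IGF for 20 min at 37 °C, and lysed. Phospho-Akt Ser473 was read by HTRF as 665/615 ratio ×10^4.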
# Nrf2 activator = Nrf2 pathway activation; AREc32 ARE-luciferase reporter (MCF7-derived line), luminescence, 24 h; Potency, µM (top dose mostly 46.1 µM), inactives show top-dose activation, most hits filed as activators; 410,000 compounds, 0.31% hits; AID 624171; note: potency is the fitted concentration of half-maximal effect; % of control where 0% means no effect; nearly all actives have a fitted effect of over 65% in size
#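 Reporter line AREc32 (ARE-Fluc), seeded overnight in OPTI-MEM with 5% FBS; compound pin-transferred, 24 hr at 37 deg C, 5% CO2; luminescent read-out.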
# EPAC2 agonist = agonists of human EPAC2 (RAPGEF4). Q8WZA2. EPAC2 activation, biochemical qHTS; response scale: 100% = 6.5 mM cAMP response. Potency, µM (titrated, usually from 154 µM), inactives show at the top dose activation, hits mostly activators. 360,000 compounds, 0.079% hits. AID 720711; note: potency is the fitted concentration of half-maximal effect; nearly all actives have a fitted effect of over 50% in size
# Target sequence (Q8WZA2 whole entry, looked up): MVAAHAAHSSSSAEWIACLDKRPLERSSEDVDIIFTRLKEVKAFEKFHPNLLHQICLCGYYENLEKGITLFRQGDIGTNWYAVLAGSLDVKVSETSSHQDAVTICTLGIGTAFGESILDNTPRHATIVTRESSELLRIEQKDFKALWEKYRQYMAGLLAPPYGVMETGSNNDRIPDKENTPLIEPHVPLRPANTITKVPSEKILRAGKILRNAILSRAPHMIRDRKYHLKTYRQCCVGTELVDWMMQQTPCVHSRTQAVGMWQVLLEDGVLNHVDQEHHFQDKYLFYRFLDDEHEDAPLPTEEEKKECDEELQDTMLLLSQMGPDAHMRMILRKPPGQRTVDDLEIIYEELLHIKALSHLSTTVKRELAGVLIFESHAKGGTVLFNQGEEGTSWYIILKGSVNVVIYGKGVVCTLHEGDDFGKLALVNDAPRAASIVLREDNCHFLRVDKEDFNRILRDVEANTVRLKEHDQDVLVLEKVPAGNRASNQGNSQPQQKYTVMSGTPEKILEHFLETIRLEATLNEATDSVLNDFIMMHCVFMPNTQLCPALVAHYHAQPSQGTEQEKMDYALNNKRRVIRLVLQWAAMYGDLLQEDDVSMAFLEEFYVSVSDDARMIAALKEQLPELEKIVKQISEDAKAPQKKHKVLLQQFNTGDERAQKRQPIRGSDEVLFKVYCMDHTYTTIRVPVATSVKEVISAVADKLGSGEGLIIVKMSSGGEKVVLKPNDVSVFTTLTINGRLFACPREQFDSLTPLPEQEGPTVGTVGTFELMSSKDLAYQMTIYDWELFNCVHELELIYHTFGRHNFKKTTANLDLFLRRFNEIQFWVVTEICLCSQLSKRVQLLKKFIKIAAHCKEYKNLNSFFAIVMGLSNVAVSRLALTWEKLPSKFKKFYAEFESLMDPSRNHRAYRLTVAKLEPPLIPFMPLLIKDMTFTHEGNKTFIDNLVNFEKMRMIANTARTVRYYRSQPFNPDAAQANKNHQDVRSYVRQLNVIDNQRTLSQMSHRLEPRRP
#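 Setup: EPAC2 100 nM, labeled Rap1B complex 250 nM, free GDP 50 uM. Compound titrations pinned in, brief spin, 5 min room temperature incubation. Kinetic fluorescence read over 30 min, normalized to 6.5 mM cAMP.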
# EPAC2 antag = antagonists of human EPAC2 | EPAC2 GEF exchange of Rap1B-BODIPY-GDP, fluorescence | 360,000 compounds, 0.18% hits | Potency, µM (highest dose often 114 µM), for inactives: top-dose activity, negative = inhibition, usual class: inhibitors | Q8WZA2; note: potency is the fitted concentration of half-maximal effect; % is set by controls: 0 for no effect and ±100 for the full control effect; nearly all actives have a fitted effect of over 45% in size; many of its hits are not listed in these tables
# Nrf2 inh = blocks Nrf2 signaling; A549 ARE-Fluc reporter, luciferase luminescence, 18-24 h; Potency, µM (series often up to 46 µM), inactives show at the highest dose activity change, negative = inhibition, usual class: inhibitors; 360,000 compounds, 2.1% hits; AID 504444; note: potency is the fitted concentration of half-maximal effect; % is set by controls: 0 for no effect and ±100 for the full control effect; nearly all actives have a fitted effect of over 60% in size
#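 Reporter: ARE-Fluc in A549. Exposure: 18-24 h, 37 °C, 5% CO2, 5% FBS OPTI-MEM. Readouts: fluorescent cytotoxicity (CellTiter-Fluor), then luminescent Nrf2 signal after BugLite.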
# A549 tox = counter-screen for Nrf2 inhibitors: cytotoxicity in A549 cells. A549 ARE-Fluc cells, CellTiter-Fluor viability, 18-24 h. Potency, µM (titrated, usually from 46 µM), inactives show at the highest dose activity change, negative = cytotoxicity, actives largely listed as inhibitors. 390,000 compounds, 0.16% hits. AID 504648; note: potency is the fitted concentration of half-maximal effect; % is set by controls: 0 for no effect and ±100 for the full control effect
#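 A549 ARE_Fluc cells in 5% FBS OPTI-MEM were exposed to compounds in concentration-response for 18-24 h at 37 deg C. Viability was read by CellTiter-Fluor fluorescence (Ex 405/Em 525) after 30 min, before the luciferase read.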
# * hit, by the source's call; i = inactive; u = inconclusive; x = not tested or not shown; & = joins results of further samples; [ ] = remark or other dose. Unless noted, calls come from the whole dose curve; as a rule, active = well fitted curve in the direction sought with a large enough effect; inconclusive = small, poorly fitted or top-dose-only effect, or another doubt; inactive = no such curve, though single readings can be large; an effect the other way counts as inactive or inconclusive.
canonical_smiles,Nrf2 inh,Nrf2 activator,EPAC2 antag,CCT modulator,TGFb inhibitor,EPAC2 agonist,Akt phos inh,Mm-Cpn inhibitor,A549 tox
CC1=CC(C)(C)N(C(=O)C(C)N2C(=O)c3ccccc3C2=O)c2ccc(C)cc21 (centres undefined),-17%,-1.7%,-1%,0.7,16%,8%,i,2%,-3%
O=C(N/C(=C/c1cccs1)C(=O)N1CCOCC1)c1cccs1,2%,0.1%,-3%,0.1,3%,3%,i,2%,-5%
CCn1c(SCC(=O)Nc2ccc(F)cc2F)nc2c(c1=O)SCC2,-19%,-0.4%,-4%,-1.4,1%,12%,i,0%,12%
COC(CNC(=O)c1ccc2c(c1)nc(C)n2-c1cc(C)cc(C)c1)OC,u,-0.7%,-19%,-1.0,12%,4%,i,0%,-5%
CC1=C(C(=O)N2CCCCC2)C(c2cccs2)C2=C(CCCC2=O)N1 (centres undefined),6%,0.1%,10%,-0.8,23%,13%,i,0%,-15%
Cc1ccsc1C(=O)OCc1cc(=O)n2ccsc2n1,u,-0.1%,11%,0.1,-27%,10%,i,2%,-5%
COc1ccc(/C=C(\C#N)C(=O)OCC(=O)NCc2ccccc2OC)cc1,17%,0.3%,11%,-2.4,-4%,4%,i,-3%,-7%
Oc1ccc(Br)cc1/C=N/n1c(COc2ccccc2)n[nH]c1=S,-2%,2.3%,-1%,-1.1,u,8%,i,-19%,1%
Cc1ccc(S(=O)(=O)c2nc(S(=O)(=O)c3ccc(C)cc3)c(NC(C)C)s2)cc1,-4%,0.2%,x,x,-8%,x,x,x,2%
Nc1cccc(Nc2nc(OC(C(F)(F)F)C(F)(F)F)nc(OC(C(F)(F)F)C(F)(F)F)n2)c1,u,-2.7%,-19%,4.1,u,-14%,i,-1%,u
CCOc1ccc(NC(=O)CC2C(=O)N(c3ccccc3)C(=O)N2CCc2ccc(OC)cc2)cc1 (centres undefined),2%,9.0%,x,x,1%,x,x,x,-7%
Cc1ccc(CSCC(=O)NCCc2ccccc2)cc1,3%,-0.3%,3%,-0.5,4%,-1%,i,1%,-1%
CCCCOC(=O)c1cc(C)nc2ccc(Br)cc12,2%,0.3%,0%,2.0,0%,-12%,i,-3%,0%
O=C(C1CCN(S(=O)(=O)N2CCC3(CC2)OCCO3)CC1)N1CCN(Cc2ccccc2)CC1,5%,1.9%,-3%,-1.2,-9%,9%,i,4%,-1%
Cc1cc(C)cc(NC(=O)OCCN2CCN(Cc3ccccc3)CCC2=O)c1,7%,-0.3%,-19%,1.1,-11%,0%,i,1%,-1%
CCCc1nn2c(N)c(/C=C3\C=Nc4ccccc43)c(=O)nc2s1,-17%&1%,-1.1%&-0.5%,-1%&-3%,-0.3&-1.1,10%&-4%,-10%&9%,i,u,-25%&-11%
O=C(Nc1ccccc1C(=O)Nc1ccc2c(c1)OCO2)c1cccs1,28%,3.4%,3%,2.5,11%,13%,i,1%,-4%
Cn1c(-c2cc(Cl)ccc2O)nc2c1c(=O)[nH]c(=O)n2Cc1ccccc1,u,-0.5%,-12%,-1.3,5%,0%,i,1%,-6%
COc1ccc(OC)c(NC(=O)CSc2ncnc3sc(C)cc23)c1,5%,0.5%,1%,0.9,3%,-4%,i,x,-7%
COc1ccc(C(=O)COC(=O)/C=C/c2ccco2)cc1F,18%,15%,1%,1.7,-3%,7%,i,-4%,-1%
CCOc1ccc2oc(C(=O)OCC(=O)N3CCCC(C)C3)c(C)c2c1 (centres undefined),u,6.8%,-16%,0.4,-30%,-4%,i,-2%,-1%
COc1cc(CN2CCN(c3cc(C)ccc3C)CC2)cc([N+](=O)[O-])c1O,x,-1.3%,-5%,-1.6,-6%,-4%,i,x,-6%
Cc1ccc2cc(NC(=O)C3(C)CCN(C)C3)ccc2n1 (centres undefined),x,1.0%,9%,-0.4,1%,5%,i,x,x
COC(=O)c1nc(NNC(=O)c2ccccc2)sc1-c1ccccc1,-1%,13%,1%,-0.2,23%,9%,i,-1%,0%
COc1ccc2c(C)cc3n[nH]c(=S)n3c2c1,12%,0.2%,8%,-0.3,-1%,4%,i,-30%,1%
CCn1c(SCC(=O)NCCc2ccccc2)nc2c([nH]c3ccccc32)c1=O,u,1.4%,6%,-2.4,2%,0%,i,1%,-15%
Cc1cc2cc3c(cc2nc1SCC(=O)OC(C)C)OCCO3,0%,3.0%,-2%,0.9,-6%,7%,i,0%,3%
CCc1cccc(CC)c1NC(=O)Cn1c(=O)c(-c2cc(C)ccc2NC(C)=O)nc2ccccc21,6%,0.2%,x,x,-1%,x,x,x,2%
COc1ccc(NC(=O)c2ccc(N3C(=O)C4CC=C(C)CC4C3=O)cc2)c(OC)c1 (centres undefined),-1%,-0.8%,2%,-1.4,12%,5%,i,2%,-10%
C=CCn1nc(-c2ccccc2)c(N2CCCCC2)cc1=O,-2%,-0.2%,-17%,-4.5,-1%,4%,i,0%,-1%
O=C(Cn1c(=O)c2cccn2c2ccccc21)Nc1cc(F)ccc1F,u,8.0%&12%,2%,0.1,5%&-36%,-9%,i,-8%,0%&-3%
O=C(NCCN1C(=O)S/C(=C/c2cccnc2)C1=O)C1CC(=O)N(Cc2ccccc2)C1 (centres undefined),10%,-0.5%,12%,-2.5,5%,3%,i,3%,-7%
O=C(CSC(=S)N1CCCC1)N1CCN(S(=O)(=O)c2ccccc2F)CC1,-19%,0.3%,0%,-0.7,2%,-4%,i,2%,-1%
CC(OC(=O)c1ccc(-n2cnnn2)cc1)C(=O)Nc1ccc(F)c(F)c1F (centres undefined),-17%,-0.1%,-6%,0.1,17%,0%,i,-1%,-5%
CCOC(=O)c1ccccc1NC(=O)C(=O)Nc1ccc2nc3n(c(=O)c2c1)CCCCC3,8%,0.6%,x,x,16%,x,x,x,6%
CCOC(=O)c1sc2nc(COC(=O)c3c(F)cccc3F)[nH]c(=O)c2c1C,8%,-1.1%,1%,0.7,9%,4%,i,2%,5%
CC(C)=CCC/C(C)=C/CNC(=O)C[C@H]1C[C@H](C(=O)N2CCCCC2)[C@@]2(C)c3[nH]c4cc(-c5ccco5)ccc4c3CCN2C1=O,u,-1.1%,-8%,0.0,u,-12%,i,-4%,u
CCOC(=O)NN1C(=O)c2ccccc2NC1C (centres undefined),-4%,-0.1%,6%,0.2,-1%,5%,i,-2%,6%
CCC(=O)Nc1ccc(Cl)c(NC(=O)c2cccc(OC)c2)c1,-3%,0.3%,1%,-1.7,-4%,13%,i,-5%,-4%
COc1ccc(-c2nc3ccc(C)cn3c2Cc2cccc(F)c2)cc1OC,x,5.4%,-30%,1.3,u,11%,i,x,x
Cc1cccc(N2C(=O)C=CC2=O)c1,-4%,15%,1%,-3.5,-11%,9%,i,x,1%
O=C(c1cc2cccc([N+](=O)[O-])c2oc1=O)N1CCOCC1,2%,-0.7%,2%,-1.2,23%,11%,i,-2%,-2%
CCCCc1ccc(-c2c(C#N)c(N)nc3c2CCCC3)s1,-3%,-0.1%,10%,-1.8,20%,0%,i,2%,0%
CCc1ccc(-c2cc(N)n(-c3ccccc3)n2)cc1,u,2.0%,-7%,-0.1,8%,3%,i,1%,2%
CCOC(=O)c1ccc(NC(=O)C2=C(C)Nc3nc(CCCO)nn3C2c2cccc(C)c2)cc1 (centres undefined),2%,-0.4%,7%,-0.4,1%,0%,i,1%,4%
COCCCNC(=O)C[C@H]1C[C@H](C(=O)N2CCCCC2)[C@@]2(CCc3ccccc3)c3[nH]c4ccc(Cl)cc4c3CCN2C1=O,u,0.7%,2%,-3.8,19%,-7%,i,0%,u
N#C/C(=C\Nc1ccc2c(c1)OCCO2)c1nc(-c2ccccc2)cs1,u,2.3%,-29%[57.1 µM],1.4,-1%,14%,i,-2%,14%
O=C(COc1ccccc1F)NCC(c1ccco1)N1CCCC1 (centres undefined),17%,3.9%,3%,-0.3,9%,8%,i,-1%,-7%
Cc1onc(-c2ccccc2)c1C(=O)Nc1ccon1,1%,0.4%,0%,-0.6,11%,-4%,i,-1%,0%[1.84 µM]
CCCn1nnnc1NCc1ccc(N2CCCC2)cc1,-28%,-0.5%,6%,0.6,9%,-1%,i,0%,22%

# The results go on.
canonical_smiles,Nrf2 inh,Nrf2 activator,EPAC2 antag,CCT modulator,TGFb inhibitor,EPAC2 agonist,Akt phos inh,Mm-Cpn inhibitor,A549 tox
CN(CC(=O)Nc1nc2ccccc2s1)S(=O)(=O)c1ccc(Br)cc1,u,4.8%,3%,-2.5,u,19%,i,2%,-17%
CCOC(=O)C1CCN(C(c2ccc(OC)c(OC)c2)c2sc3nc(C)nn3c2O)CC1 (centres undefined),-12%,3.9%,-8%,1.4,1%,-5%,i,2%,-1%
CON/C=N/C(=S)Nc1ncc(C(F)(F)F)cc1Cl,14%,0.9%,13%,-3.1,u,3%,i,0%,8%
Nc1c(C(=O)O)sc2nc(-c3ccccc3)cc(-c3ccc(Cl)cc3)c12,6%,0.3%,-5%,-0.6,-28%,2%,i,-3%,2%
CCn1c(=O)[nH]c2cc(Cl)c(Cl)cc21,0%,8.0%,-2%,0.6,16%,-4%,i,-8%,-1%
CCOC(=O)c1c(Cc2cccc(Cl)c2)c[nH]c1C,-5%,2.3%,u,-1.5,1%,8%,i,2%,6%

# Assay outcomes from PubChem.

# The list is partial. The share of hits here may be higher or lower than overall.
